GPR151 activ: activators of human GPR151; Q8TDV0; PathHunter beta-arrestin GPR151 cells, luminescence; activation, % at 11.2 µM; actives 1% (n = 650,000); AID 1508602; in the data active = activation above about 4.9%;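 also: 0% = median of compound wells and 100% = cells with positive control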
Target sequence (Q8TDV0 whole entry, looked up): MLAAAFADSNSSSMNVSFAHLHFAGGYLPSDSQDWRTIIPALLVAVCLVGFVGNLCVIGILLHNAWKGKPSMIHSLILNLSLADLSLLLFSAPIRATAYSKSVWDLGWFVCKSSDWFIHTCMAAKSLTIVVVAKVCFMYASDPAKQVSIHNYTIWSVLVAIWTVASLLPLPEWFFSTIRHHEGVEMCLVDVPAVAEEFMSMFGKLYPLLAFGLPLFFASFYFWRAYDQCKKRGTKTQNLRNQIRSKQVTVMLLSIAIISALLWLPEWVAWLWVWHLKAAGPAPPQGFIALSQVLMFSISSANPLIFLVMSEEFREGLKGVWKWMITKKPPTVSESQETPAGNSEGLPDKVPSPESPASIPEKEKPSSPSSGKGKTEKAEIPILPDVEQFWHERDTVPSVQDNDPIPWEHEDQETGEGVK
TEAD-YAP block: TEAD-YAP interaction inhibition; HEK-TIYL cells, TEAD-Gal4/YAP UAS-luciferase luminescence; actives 1.4% (n = 640,000); inhibition, % at 9.12 µM; in the data active = inhibition above about 32%;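 also: 0% = median of test compound wells and 100% = reference inhibitor wells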
MITF inh: blocks human microphthalmia-associated transcription factor. O75030. AlphaScreen MITF homodimerization, bead proximity signal. inhibition, % at 2.6 µM. actives 0.91% (n = 650,000); in the data active = inhibition above about 50%;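 also: 0% = vehicle wells with protein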
Target sequence (O75030 whole entry, looked up): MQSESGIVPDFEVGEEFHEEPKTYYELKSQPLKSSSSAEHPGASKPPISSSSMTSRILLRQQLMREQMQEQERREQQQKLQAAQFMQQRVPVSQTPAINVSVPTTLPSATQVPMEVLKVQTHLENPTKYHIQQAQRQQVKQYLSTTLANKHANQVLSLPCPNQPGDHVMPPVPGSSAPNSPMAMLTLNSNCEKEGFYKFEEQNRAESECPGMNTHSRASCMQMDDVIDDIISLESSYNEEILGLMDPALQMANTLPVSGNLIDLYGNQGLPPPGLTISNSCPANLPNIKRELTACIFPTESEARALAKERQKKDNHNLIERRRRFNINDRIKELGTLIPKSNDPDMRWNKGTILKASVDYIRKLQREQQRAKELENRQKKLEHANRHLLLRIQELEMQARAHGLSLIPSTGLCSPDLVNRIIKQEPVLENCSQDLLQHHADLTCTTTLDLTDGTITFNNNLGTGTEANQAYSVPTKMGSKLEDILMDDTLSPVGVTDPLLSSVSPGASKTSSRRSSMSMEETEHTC
FBW7 act: human FBW7 E3 ligase activation, primary screen; actives 0.13% (n = 650,000); normalized activity (activation), % at 26.1 µM; AlphaScreen FBW7–phospho-cyclin E peptide binding, activator screen; in the data active = normalized activity above about 1.9%;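 also: purified mutant Fbw7 with reduced substrate affinity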
The depositor's hits bear a star; x = no result given; & = joins results of further samples.

SMILES	GPR151 activ	TEAD-YAP block	MITF inh	FBW7 act
C/C(N)=C(/C#N)C(=O)Cn1nnc2ccccc2c1=O	-1.1	-2.2	4.0	0.0
CCCn1c(N/N=C/c2cc(Br)ccc2O)nc2c1c(=O)[nH]c(=O)n2C	-0.3	-0.2	-6.7	-0.1
COc1cc2c(cc1OC)n(CC(=O)NC1CCCC1)n1c(C)cc(=O)nc21	-1.3	12.0	-1.7	0.7
Cc1ccc(N2C(=O)SC(Nc3ccc(I)cc3)C2=O)cc1 (stereo not given)	-1.0	-1.8	-1.4	-0.1
Cc1cc(=O)oc2cc(OCC(=O)OCC(=O)N(C)C3CCS(=O)(=O)C3)ccc12 (stereo not given)	1.6	10.1	10.2	0.2
Cn1c(Nc2nc3ccc(C(=O)NCCO)cc3s2)nc2ccccc21	1.0	-6.9	6.4	-0.1
COCCNC(=O)c1cc2c(C)nc3ccccc3c2o1	0.0	3.1	3.1	0.1
COc1ccc(NC(=O)N2CCC(n3nnc4cc(C)ccc43)CC2)cc1	-0.3	-10.6	9.2	0.1
COc1cccc(/C(C)=N/NC(=O)Cc2cccs2)c1	0.8	-17.9	2.3	0.1
CSc1nnc2c(n1)OC(/C=C/c1ccco1)Nc1ccccc1-2 (stereo not given)	2.9	-3.6	1.6	-0.1
O=C(CSc1ncnc2sc3c(c12)CCC3)Nc1ccc(F)cc1	0.8	2.1	-6.0	0.0
COC(=O)c1c(N2C(C)=CC(C(F)(F)F)(C(F)(F)F)C(C#N)=C2N)sc2c1CCCC2	1.1	9.6	14.9	0.0
COc1ccc(-c2nc3c4ccccc4[nH]c(=O)n3n2)cc1	-0.8	-22.0	0.8	-0.2
Cc1nc(-c2cccs2)c(CCC(=O)Nc2ccccc2N2CCOCC2)s1	2.3	-8.2	-11.4	-0.3
Cn1c(N2CCCC(C(=O)NCc3ccccc3F)C2)nc2ccccc21 (stereo not given)	-0.2	-9.7	-17.9	-0.1
O=C1CCCN1CCCNc1nc(N2CCN(c3ccccn3)CC2)nc2c1ncn2Cc1ccc(C(F)(F)F)cc1	3.0	6.4	6.4	0.0
COc1cc(Nc2nc(SCc3cccc([N+](=O)[O-])c3)nc3ccccc23)cc(OC)c1OC	0.7	4.6	15.8	1.2
CC(C)(C)C1CCC(=NNc2ccc(C(=O)O)cc2)CC1 (stereo not given)	1.0	-13.8	14.6	0.1
O=C(CN1CCN(Cc2ccccc2)CC1)N/N=C\c1ccc(O)cc1O	2.5	14.4	23.2	-0.2
COc1ccc(OC)c(Nc2ncnc3c2cnn3-c2cccc(C)c2)c1	0.3	41.9*	-7.6	0.0
CC1=C(C(=O)OCCOc2ccccc2)C(c2coc3ccccc3c2=O)C2=C(CCCC2=O)N1 (stereo not given)	-0.2	13.2	1.4	0.1
CCOC(=O)c1sc(NC(=O)CSc2nnc(CNC(=O)c3ccco3)n2-c2cccc(C)c2)c(C(=O)OCC)c1C	-1.5	-6.4	4.9	0.4
CCN(CCCNS(=O)(=O)c1ccc2c(c1)CCN2C(=O)C1CCC1)c1ccccc1	1.3	-25.2	-5.1	-0.4
COc1ccc(/C=C2/C(=O)N(c3ccccc3)N=C2CSc2ccc(Cl)cc2)cc1	-1.4	-4.6	-2.5	-0.1
O=C(/C=C/c1ccc([N+](=O)[O-])cc1)Nc1cccc(C(=O)Nc2nccs2)c1	0.4	0.5	-4.4	-0.2
O=C1CC(c2ccc(Cl)c(Cl)c2)c2cc3c(cc2N1)OCO3 (stereo not given)	0.0	3.2	-0.6	-0.2
COc1cccc(/C=N\NC(=O)Cc2cccn2C)c1OC	1.0	-7.6	10.3	0.0
Cc1onc(-c2ccccc2Cl)c1C(=O)NNC(N)=S	4.4	-6.0	-1.3	0.1
CN1C(=O)/C(=C/c2cccc([N+](=O)[O-])c2)C(=O)N1c1ccccc1	0.9	-2.6	11.8	-0.1
CC(C)NC1CCN(c2ccc(C(=O)NC(C)c3ccccc3)cc2)CC1 (stereo not given)	-1.5	-13.7	-6.8	-0.2
Cc1nc(N)sc1-c1csc(Nc2ccccc2Cl)n1	0.7	-24.9	-2.1	-0.2
Cn1c2c(c(=O)n(C)c1=O)C(C(F)(F)F)(C(F)(F)F)N=C(C1CCCCC1)N2	1.5	-26.1	-14.4	-0.1
COc1cc(NC(=O)CC(C)S(=O)(=O)c2ccc3c(c2)OCC(=O)N3)cc(OC)c1 (stereo not given)	-0.4	-1.8	14.8	-0.2
CC(=O)NC(C(Cl)(Cl)Cl)S(=O)(=O)c1ccccc1 (stereo not given)	-1.3	-9.8	-13.6	0.0
CCCCOc1cccc(C(=O)Nc2cccc(C(C)=O)c2)c1	-2.0	-3.7	13.8	0.6
O=C(Nc1ccc(N2CCOCC2)cc1)c1cnc(Nc2ccc3ncccc3c2)s1	-2.1	-6.5	18.6	0.0
CN[C@@H]1[C@H](OC2[C@H](O[C@H]3[C@H](O)[C@@H](O)[C@H](N=C(N)N)[C@@H](O)[C@@H]3N=C(N)N)O[C@@H](C)[C@]2(O)C=O)O[C@@H](CO)[C@H](O)[C@H]1O (stereo not given in full)	-2.3&-0.7&-1.0	3.9&2.0	18.4&-0.8	0.5&-0.1
COc1ccc(CCNC(=O)C2CCN(C3CCCCC3)CC2)cc1OC	1.4	-1.6	-12.0	-0.5
COc1ccc(CN2CCC(C(=O)O)CC2)cc1OC	-1.5	-3.0	0.1	-0.2
Cc1ccc(C(=O)c2ccc([N+](=O)[O-])cc2)cc1	-1.1	-2.8	30.3	0.0
CCC(C)NC(=O)C1c2cc(OC)c(OC)cc2C(=O)N(C)C1c1cccs1 (stereo not given)	0.6	-6.6	-9.4	0.1
CN(CCc1ccccc1)C1CCCN(Cc2ccc(OCCO)cc2)C1 (stereo not given)	-2.5	-0.8	11.7	0.3
CSCCC(=O)N(C)C(Cc1ccc(F)cc1)C1CCN(Cc2cccnc2)CC1 (stereo not given)	0.2	4.1	8.1	0.1
COc1ccccc1C(=O)NC(C(C)C)C(C)C	-1.0	10.0	23.5	0.1
COC(=O)[C@@H]1CC[C@H](C)[C@@H](c2ccc(C)cc2)N1C(=O)c1ccc(/C=N/OC[C@H]2O[C@H](c3ccccc3)C=C[C@@H]2Oc2ccc(OC)cc2)cc1	-0.6	x	9.9	0.0
COc1ccc(C2Nc3ccccc3C(=O)N2c2ccc(F)cc2)cc1COc1ccc(Cl)cc1 (stereo not given)	-1.5	-43.0	-9.0	0.1
COc1ccc2cc3c(NCc4ccc(F)c(F)c4)n[nH]c3nc2c1	-0.1	-8.2	5.5	0.6
O=C1C2CC=CCC2C(=O)N1c1ccc(O)cc1 (stereo not given)	0.1	-10.4	2.9	0.6
Cc1ccc2c(c1)N(Cc1ccccc1)C(=O)C(C)O2 (stereo not given)	-0.1	-8.0	14.6	0.1
O=c1nc(/C=C/c2ccc(-c3cccc(Cl)c3Cl)o2)cc(C(F)(F)F)[nH]1	0.3	0.1	-5.9	0.0
CC(=O)Nc1ccc(/C=N/NC(=O)Cc2ccccc2)cc1	-0.1	-3.9	-7.8	-0.1
O=[N+]([O-])c1ccc2c(c1)NC([N+](=O)[O-])N2c1ccco1 (stereo not given)	1.6	20.1	-4.3	-0.2
O=C(N=C1N=C2C=CC(Br)=CN2Cc2ccccc21)c1ccc(=O)oc1	-1.4	-24.7	13.4	0.1
Cc1c(C(=O)N2CCOCC2)sc(NC(=O)c2ccc([N+](=O)[O-])cc2)c1C#N	2.8	-0.5	12.4	-0.1
CCOC(=O)Cc1ccc(N(Cc2ccc(Cl)cc2)S(=O)(=O)c2ccc([N+](=O)[O-])cc2)cc1	1.1	-2.8	2.5	0.0
CC(C)NC(=O)c1ccc(-c2ccc([N+](=O)[O-])cc2Cl)o1	0.1	-15.4	-15.9	-0.3
c1ccc(-c2nccc(NCc3nc4ccccc4[nH]3)n2)cc1	-1.2	-4.2	4.3	-0.1
O=C(NCc1c(F)cccc1F)c1cc(COc2c(F)cccc2F)on1	-0.2	-26.0	-3.7	0.0
CCc1ccc(OCC2c3cc(OC)c(OC)cc3CCN2C(=O)c2cccc(F)c2)cc1 (stereo not given)	-1.1	-4.0	16.5	0.0
CC(C)(C)c1ccc(OCc2nnc(NC(=O)c3ccc4ccccc4c3)s2)cc1	1.0	3.6	10.7	0.0
Other structures
SMILES	GPR151 activ	TEAD-YAP block	MITF inh	FBW7 act
NC(=O)c1nnn(-c2ccc(F)cc2)c1N	-0.8	1.2	0.3	-0.2
CCOC(=O)N1CCN(C(=O)CCn2c(=S)[nH]c3ccsc3c2=O)CC1	2.2	11.2	-5.7	-0.2
O=C(CCC(=O)c1ccc(F)cc1)NCC1Cc2cc(-c3cncnc3)cc(Cl)c2O1 (stereo not given)	-0.1	-7.1	8.3	0.0
CC1(C)N=C(N)NC(Nc2ccccc2Br)=N1	1.7	6.1	-9.8	0.0
O=C(Nc1cc(C(F)(F)F)ccc1Cl)c1nc2ncccn2n1	1.0	-5.0	-6.9	-0.1
CC(=O)c1cccc(NC(=O)N2CCC(n3nnc4ccccc43)CC2)c1	2.4	3.4	16.4	0.1
CCOC(=O)C1=C(N)Oc2cc(C)n(Cc3ccccn3)c(=O)c2C1c1cccnc1 (stereo not given)	-0.5	0.5	16.4	0.8
COCCNC(=O)c1ccc(Cn2c(SCC(=O)Nc3cc(C)on3)nc3ccc(Br)cc3c2=O)cc1	1.1	5.5	0.7	0.1
Cn1c(=O)n(Cc2ccccc2)c(=O)c2c1[nH]c(=S)n2Cc1ccccc1	-0.6	-4.3	10.0	-0.2
CN(C(=O)c1ccc(C(=O)N(C)C2CCCCC2)cc1)C1CCCCC1	-0.2	4.5	7.1	0.1
Cc1ccnn1CCC(=O)N1CCCC(CCC(=O)N2CCN(c3ccccn3)CC2)C1 (stereo not given)	0.7	-1.0	6.1	0.0
CCC(=O)c1ccc(Oc2c3n(-c4ccccc4)n(C)c(C)c-3[nH]c2=O)cc1	-2.5	-1.6	4.2	-0.1
O=C(Nc1sc2c(c1C(=O)NCCc1ccccc1)CCCCC2)c1ccccc1F	-0.2	-3.7	-1.4	-0.1
COC(=O)CNC(=O)COC(=O)c1ccc(C)cc1	-0.4	5.0	-12.5	-0.2
CC1CCN(CC(=O)Nc2ccccc2N2CCCCC2)CC1	1.7	4.6	16.6	-0.1
CC(C)(C)N1Sc2ccccc2NC1=S	0.2&0.0	-4.9&3.3	-0.2&-2.9	-0.1&0.0
COC(=O)c1ccc2c(c1)nc(SCc1cc(=O)n3cc(Cl)ccc3n1)n1c3ccccc3nc21	-1.2	-0.1	9.7	0.4
CCOC(=O)C1(CC2CC2)CCN(Cc2ccc3ncccc3c2)CC1	0.8	-5.1	0.0	-0.2
CC1CCCCN1C(=O)Cc1cccs1 (stereo not given)	-0.7	7.2	4.9	0.0
Cc1cccc(C(=O)NC(C)c2nnc(SCC(=O)Nc3ccc(F)cc3)n2C)c1 (stereo not given)	2.4	3.5	-7.2	-0.1
O=C(O)CNC(=O)CNC(=O)c1ccc([N+](=O)[O-])cc1	-1.2	1.4	-1.3	0.0
Cc1nc(SCc2c(C)noc2C)c2c(C)c(C)sc2n1	-1.5	-18.4	17.6	0.5
Cn1c(=O)c2c(ncn2CC(=O)c2ccccc2)n(C)c1=O	-0.5	2.1	14.1	0.1
COC(=O)c1ccccc1Nc1ccnc(Nc2ccccn2)c1	0.3	7.5	5.1	-0.9
C/C(=N\OCC(=O)OCc1nnc(-c2ccccc2)o1)c1ccc2c(c1)OCO2	1.4	1.4	-4.8	-0.2
O=C(O)c1cccc(NC(=O)C2CC(=O)N(c3ccc(Br)cc3)C2)c1 (stereo not given)	-0.9	4.9	16.1	0.2
Cc1ccc2c(c1)c1c3n2CCN(C(=O)c2ccccc2Cl)C3CCC1 (stereo not given)	1.7	-2.8	24.1	-0.4
CN(Cc1ccc(OCC(O)CN2CCc3ccccc3C2)cc1)C1CCOCC1 (stereo not given)	0.7	-6.6	-5.2	0.1
CCN(CC)C(=O)Cn1nnc(-c2ccc(OC)cc2)n1	1.0	-1.4	-34.9	0.2
CCc1nnc(SCc2ccc(OC(C)C)cc2)n1N	0.7	2.4	3.7	0.2
COc1cc(OC)cc(-c2nnc(SCC(=O)c3ccccc3)o2)c1	-0.7	-3.7	11.2	0.0
CCCCn1c(=O)c2c(nc3n(-c4ccc(Br)cc4)c(C)cn23)n(C)c1=O	0.9	-10.7	3.4	-0.9
O=c1[nH]c2ccc(S(=O)(=O)N3CCc4ccccc4C3)cc2[nH]c1=O	0.4	-3.0	13.4	0.0
CCOc1cc(CNCc2c(C(=O)O)n(C)c3cc(OC)ccc23)ccc1OC	-0.2	-6.3	15.3	0.6
CCOc1ccc(NC(=O)CSc2nc3ccc(N)cc3s2)cc1	0.5	-41.1	6.3	-0.1
Cc1nnn(-c2nonc2N)c1C(=O)NNC(=O)c1ccccc1	-1.7	0.1	0.5	0.1

6 entries picked at random from the list so far:
SMILES	GPR151 activ	TEAD-YAP block	MITF inh	FBW7 act
Cc1nnn(-c2nonc2N)c1C(=O)NNC(=O)c1ccccc1	-1.7	0.1	0.5	0.1
COc1cc(OC)cc(-c2nnc(SCC(=O)c3ccccc3)o2)c1	-0.7	-3.7	11.2	0.0
O=c1[nH]c2ccc(S(=O)(=O)N3CCc4ccccc4C3)cc2[nH]c1=O	0.4	-3.0	13.4	0.0
CCOc1ccc(NC(=O)CSc2nc3ccc(N)cc3s2)cc1	0.5	-41.1	6.3	-0.1
CCCCn1c(=O)c2c(nc3n(-c4ccc(Br)cc4)c(C)cn23)n(C)c1=O	0.9	-10.7	3.4	-0.9
CCOc1cc(CNCc2c(C(=O)O)n(C)c3cc(OC)ccc23)ccc1OC	-0.2	-6.3	15.3	0.6

Source: PubChem
